human PMI inhibitors: human PMI inhibitors, high substrate, primary screen, biochemical, fluorescence intensity, high mannose 6-phosphate (AID 1220) | Mannose-6-phosphate isomerase (Homo sapiens) | recombinant PMI enzyme, coupled fluorescence intensity; higher % means a stronger effect | inhibition, % at 20 µM, or IC50 in µM where a hit was titrated | hit rate 0.66% among 190,000
WT yeast gro inh: growth inhibition of WT strain, primary screen, mitochondrial fusion inhibitor project, WT and mutant strains, chemical genetic. AID 1362, 2008. mitochondrial fusion phenotypic screen. hit rate 2.1% among 190,000. inhibition, % at 10 µM; in the data active = inhibition above about 58%; tested in S. cerevisiae
human PMI inhibition: inhibitors of human PMI, primary screen, biochemical, fluorescence intensity, coupled assay (AID 1209) | purified PMI enzyme, coupled fluorescence intensity; higher % means a stronger effect | hit rate 0.42% among 190,000 | Mannose-6-phosphate isomerase (Homo sapiens) | inhibition, % at 20 µM, or IC50 in µM where a hit was titrated;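 note: plate controls were DMSO vehicle for no effect and wells lacking substrate for full effect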
Yfh1-depleted yeast: enhancers of respiration in Yfh1-depleted yeast, dose response, Friedreich's ataxia, plus single-dose screen (AID 1465); S. cerevisiae Yfh1-off respiration, WST-1 reduction, 72 h; higher fold induction means a stronger effect; fold induction at 50 µM, or EC50 in µM where a hit was titrated; hit rate 0.074% among 220,000;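 active = fold induction of absorbance versus untreated yeast above a set limit, then at least 30% activation at any dose in follow-up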;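 note: activators that raise dye reduction in frataxin-depleted yeast; strong numbers were not always called active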
MT stabilize HCS: microtubule stabilizers in HeLa cells, primary screen, imaging, high-content imaging. hit rate 0.83% among 200,000. % tubulin-high responders, % at 10 µM. HeLa tubulin immunostaining HCS, 24 h; share of cells brighter than vehicle mean+2SD. AID 2205, 2009;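 active = plate Z-score above 3 for both tubulin-high and condensed-nucleus cell shares, with cell loss under 80%, at 10 µM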;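 note: anti alpha tubulin signal scored within the nucleus-defined area of each cell; some results filed as inactive read as strong as hits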
Ins promoter up: insulin promoter activators in MIN6 cells, imaging, high-content screening, mouse beta cells | MIN6 insulin promoter-GFP reporter; hits give high values | z-score at 5 µM | hit rate 0.3% among 190,000 | AID 1625, 2009;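 active = z-score above 3 at 5 µM with at least 500 cells counted in the well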
Dynein cargo inh: inhibitors of GR-EGFP nuclear translocation, primary screen, dynein cargo transport inhibitor project, imaging, high-content, 3617.4 mouse cells | test concentration mostly 20 µM; stimulated with dexamethasone, 1 µM; hits give low values | z-score, hits read low | hit rate 0.47% among 220,000;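 active = plate z-score of nuclear minus cytoplasmic receptor signal below a set negative limit, without overly bright fluorescence or cell loss, cut at about -3.5 in these data, passing the limit was not always enough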;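 note: z-score of nuclear minus cytoplasmic ring GR-EGFP intensity difference per well; some compounds called inactive have numbers as strong as hits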
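Buffer or medium – tet-free medium with charcoal-stripped serum · Signal – automated 10x imaging of fixed Hoechst-stained cells · Also added – dexamethasone agonist, 1.0 µM final, for 30 min · Incubation – induction 48 h, compound 1 h, agonist 30 min · Read-out – GR-EGFP nuclear translocation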
Autophagy mod: autophagy modulators in MEF cells, primary screen, imaging, high-content, MEF GFP-LC3 | hit rate 0.98% among 190,000 | calls only at 10 µM (by protocol) | MEF GFP-LC3 puncta imaging; test concentration mostly 10 µM | AID 463193, 2010;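 active = percentage of spot-positive cells more than 3 SD above its plate mean, without a fluorescence outlier flag or 80% toxicity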;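 note: spot-positive cell cutoff set from DMSO-treated cells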
bCat nuc transl: modulators of beta-catenin nuclear translocation, primary screen, imaging, HeLa cells, immunofluorescence, high-content | nuclear translocation activity, % at 5 µM | hit rate 0.3% among 190,000;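 active = nuclear translocation activity above 50% at 5 µM, with a well cell count of 50 or more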;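 note: per-cell ratio of nuclear to cytoplasmic median beta-catenin stain intensity; plate controls were DMSO negative control for no effect and GSK-3 inhibitor IX positive control for full effect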
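test system = HeLa cells, endogenous beta-catenin | dosing = single 5 µM dose plus 0.02–20 µM confirmation series | times = compound treatment 24 h, 37°C, 5% CO2 | technique = beta-catenin immunofluorescence imaging with DAPI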
WT yeast gro inh mutant strain: recorded beside WT yeast gro inh, whose call it bears; inhibition, %; mitochondrial fusion phenotypic screen, mutant strain inhibition
Dynein cargo inh cytoplasmic EGFP: also measured in Dynein cargo inh; calls as there; z-score; measured here: cytoplasmic GR-EGFP intensity; hits give high values
Dynein cargo inh nuclear GR-EGFP: further read-out of Dynein cargo inh, marked with its call; z-score; measured here: nuclear GR-EGFP intensity;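 lower value marks the stronger effect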
Dynein cargo inh cell count: second read-out of Dynein cargo inh, no call of its own (marks repeat the call); z-score; measured here: cell count per field
Ins promoter up cell count: second read-out of Ins promoter up, no call of its own (marks repeat the call); cell count; measured here: cytotoxicity, nuclei count;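 total cells summed across four imaged fields per well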
bCat nuc transl cell count 5 µM: further read-out of bCat nuc transl, marked with its call; cell count; measured here: cell count, cytotoxicity flag
MT stabilize HCS Hoechst-high %: also measured in MT stabilize HCS; calls as there; % Hoechst-high responders; measured here: nuclear condensation Hoechst responders;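 share of cells brighter than vehicle mean plus two SD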
MT stabilize HCS cytotoxicity %: further read-out of MT stabilize HCS, marked with its call; toxicity, %; measured here: cytotoxicity by cell density;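 0% = mean cell density of plate MIN control wells and 100% = no cells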
Autophagy mod cell loss 18 h: further read-out of Autophagy mod, marked with its call; toxicity, %; measured here: cell loss, nuclei count;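 cell loss after 18 h compound exposure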
* marks the source's active call; other numbers are inactive results; i = inactive; · = not tested or not shown. Cut-off read from the data, not from the text of the source, unless noted: active = inhibition above about 50%; inactive = the rest.

Second line of a record: human PMI inhibitors	WT yeast gro inh	WT yeast gro inh mutant strain	human PMI inhibition	Yfh1-depleted yeast	MT stabilize HCS	MT stabilize HCS Hoechst-high %	MT stabilize HCS cytotoxicity %	Ins promoter up	Ins promoter up cell count	Dynein cargo inh	Dynein cargo inh cytoplasmic EGFP	Dynein cargo inh nuclear GR-EGFP	Dynein cargo inh cell count	Autophagy mod	Autophagy mod cell loss 18 h	bCat nuc transl	bCat nuc transl cell count 5 µM
COc1ccc(CNC(=O)COC(=O)Cc2ccc(Cl)cc2Cl)cc1
 : -8%	-3	0	5%	i	4.9	2.6	9.5	0.18	1453	-0.82	-0.22	-0.58	0.43	i	3	0.2	1028
CCCCn1nc2cc(C(=O)NCc3cc(C(F)(F)F)cc(C(F)(F)F)c3)ccc2c1OC
 : 12%	0	13	16%	i	2.6	1.9	5.7	0.66	1711	-0.032	-0.12	0.51	-0.086	i	-28	1.0	1054
COc1ccc(Cl)cc1NC(=S)Nc1ccc(Cl)cn1
 : -7%	-1	-4	-2%	i	3.9	1.0	3.5	-0.09	1276	-0.57	-0.31	-0.26	0.26	i	38	-1.6	1404
C=CCOc1ccccc1CNn1nnnc1N
 : 3%	-3	2	6%	i	3.3	1.7	1.9	0.98	1241	-0.6	-0.29	-0.26	1.4	i	3	-0.1	1128
Cc1ccc(C(=O)NCCSc2ccc(Cl)cc2)cc1S(=O)(=O)Nc1ccccc1
 : -2%	8	-13	9%	i	2.4	1.5	6.7	1.6	1411	1.2	-0.22	0.036	0.039	i	22	2.5	1389
CCOC(=O)Cc1csc(NC(=O)c2ccc(Br)o2)n1
 : 5%	-2	9	7%	i	1.6	0.8	5.3	0.78	763	-0.71	-0.24	-0.07	0.32	i	-1	·	·
O=C(Nc1ccccc1C(=O)O)c1ncn[nH]1
 : -6%	1	0	-9%	i	1.8	1.9	4.2	-0.53	1628	-0.045	-0.2	-0.034	0.65	i	-32	-6.4	1074
Cc1nn(-c2ccccc2)c(NC(=O)c2cccs2)c(-c2ccccc2)c1=O
 : -5%	5	-9	-10%	i	2.2	2.2	8.0	0.03	1323	0.022	-0.21	0.0028	1.8	i	-4	2.3	849
CCN1CCCC1CNC(=O)c1c(O)c2c([nH]c1=O)CCCC2 (stereo unspecified)
 : -2%	0	2	0%	i	2.7	1.8	8.1	0.7	795	-3	5.2	-0.66	-0.13	i	12	-2.8	1055
Cc1cc2ncc(C(N)=O)cn2n1
 : -2%	-1	-2	-6%	i	3.4	1.1	1.0	0.73	1628	0.13	0.13	0.56	0.81	i	19	-2.7	1071
Cc1nc(NS(=O)(=O)c2ccc(Cl)s2)c2c3c(sc2n1)CCCC3
 : ·	·	·	·	i	·	·	·	0.73	1019	0.45	-0.74	0.45	-1.1	·	·	0.8	1297
O=C(N/N=C/c1ccc(Cl)c([N+](=O)[O-])c1)C1CC1
 : 6%	17	-6	3%	i	2.7	2.4	3.4	0.07	1398	0.62	0.76	0.43	0.69	i	-9	-5.6	1109
CC(=O)CC(C)(C)Nc1nc2cc([N+](=O)[O-])ccc2o1
 : ·	·	·	·	i	·	·	·	-0.73	1040	0.52	-0.067	0.23	0.25	·	·	0.3	1297
c1ccc(C(c2c[nH]c3ccccc23)c2c[nH]c3ccccc23)nc1
 : 10%	3	8	15%	i	1.0	1.1	6.9	·	·	-0.19	-0.11	0.2	0.63	i	-3	-3.0	1217
O=C(C1CCCCC1)N1CCN=C1SCc1cccc([N+](=O)[O-])c1
 : -4%	16	21	-4%	i	2.3	1.9	2.9	-0.48	1247	-0.34	0.24	0.049	-1	i	30	-2.0	1114
Clc1ccc2nc(CN3CCCCCC3)cn2c1
 : -3%	-33	-2	4%	i	2.4	1.9	7.1	1.2	1497	-0.46	-0.14	-0.93	0.52	i	2	-0.6	1339
O=C(/C=C/c1ccco1)Nc1ccc2c(c1)OCCO2
 : 8%	12	14	-3%	i	2.7	2.5	20	-0.02	1279	1.8	-0.31	0.71	-0.22	i	6	-0.3	1143
CCn1c(SCC(=O)c2ccc(C)cc2)nnc1-c1ccoc1C
 : -14%	-10	-22	-7%	i	5.4	8.9	97	0.54	1704	-1	-0.099	-0.27	1.8	i	0	-1.7	1061
CSc1cccc(NC(=O)C(=O)NCc2ccccc2)c1
 : ·	·	·	·	i	·	·	·	-0.72	1099	-0.88	-0.21	-0.82	0.55	·	·	1.5	1266
CCN1CCN(S(=O)(=O)c2ccc3c(c2)OCCO3)CC1
 : -5%	-6	-3	-2%	i	2.2	1.8	8.3	-0.43	940	-0.58	-0.16	-0.066	0.97	i	-7	·	·
C(=C\c1ccc2ccccc2n1)/c1ccccc1
 : ·	·	·	·	i	·	·	·	0.94	957	0.079	-0.29	0.46	0.14	·	·	-0.5	1389
O=C1OCC(CO)(CO)N=C1NNc1cc(Cl)ccc1Cl
 : -81%	49	62	-39%	i	2.4	1.2	9.5	·	·	-0.15	-0.24	0.53	0.12	i	-7	0.1	1064
Cc1cccc(-c2nc(CS(=O)CC(=O)NCC3CCCO3)c(C)o2)c1 (stereo unspecified)
 : 4%	11	6	10%	i	2.8	2.7	1.9	-1.1	1133	-0.87	-0.16	-0.12	-0.23	i	-5	0.4	1006
CS(=O)(=O)N(CC(=O)N1CCN(c2ccccc2)CC1)c1ccc(Cl)c(C(F)(F)F)c1
 : 13%	-3	-2	10%	i	0.7	1.0	7.6	-0.28	863	-0.92	-0.11	-0.36	0.42	i	-3	·	·
CCCC(=O)c1cc(F)c(N2CCN(C(=O)OCC)CC2)cc1C
 : -1%	47	12	4%	i	1.5	1.5	7.9	-1.2	920	-0.032	-0.22	0.095	0.7	i	-11	-2.1	1189
O=C(CCC1CCCCC1)NNC(=O)NC12CC3CC(CC(C3)C1)C2
 : -2%	-5	-2	4%	i	1.7	0.9	20	2.7	891	0.065	-0.21	0.31	0.15	i	17	·	·
CCCC(=O)N(CCc1ccccc1)Cc1nc2ccccc2c(=O)[nH]1
 : -3%	12	28	5%	i	2.5	1.9	9.6	-0.52	1147	-0.19	-0.22	0.07	0.29	i	39	2.1	743
Cc1ccc(O)c(NC(=O)C2CCCCC2)c1
 : ·	·	·	·	i	·	·	·	1.3	1285	0.92	-0.22	0.29	-0.54	·	·	-0.6	1353
CC(C)NC(=O)Cn1nnc(-c2cccc(NC(=O)c3ccccc3F)c2)n1
 : -7%	0	13	-3%	i	2.4	3.0	21	-0.49	1510	2	0.49	0.81	0.099	i	58	-2.3	947
CCOC(=O)C1CCCN(C(=O)/C=C/c2ccc([N+](=O)[O-])cc2)C1 (stereo unspecified)
 : 9%	-13	-10	12%	i	3.9	2.2	10	0.15	1584	-0.022	-0.27	-0.14	0.33	i	-6	-2.0	1156
N=c1n(CCCOc2ccccc2Cl)c2ccccc2n1CC(N)=O
 : ·	·	·	·	i	·	·	·	-0.11	1052	-0.25	0.17	0.31	0.96	·	·	0.8	1264
COc1ccc(-n2c(C)cc(C(=O)Cn3c(NCCO)nc4ccccc43)c2C)cc1
 : 15%	-3	10	0%	i	2.7	2.2	4.0	·	·	1.2	-0.2	0.71	-0.74	i	6	-3.1	999
Cc1cc(NS(=O)(=O)c2ccc(CC(C)C)cc2)no1
 : -18%	-18	-28	-6%	i	1.4	0.9	5.4	-0.2	891	-0.4	-0.23	-0.13	0.5	i	34	-5.0	1182
O=C(Cn1nc(-c2ccccc2)nc1-c1ccccc1)OC1CCCCC1
 : 9%	31	-5	11%	i	3.5	2.7	6.6	-1.3	719	0.37	-0.2	0.34	-0.78	i	0	-0.9	998
COc1ccc(C)cc1-n1nnnc1SCC1CCCO1 (stereo unspecified)
 : -4%	-6	-8	0%	i	2.8	2.1	6.6	0.79	919	-0.64	-0.29	-0.39	0.5	i	-2	·	·
CCOC(=O)CCc1c(C)nc2cc(C3CCCN(C(=O)OC(C)(C)C)C3)[nH]n2c1=O (stereo unspecified)
 : -2%	26	7	5%	·	5.4	2.1	9.9	-0.5	1491	-0.28	-0.35	0.16	-0.39	i	-7	1.0	1398
CCOC(=O)c1sc(NC(=O)CCN2CC(C)OC(C)C2)c(C(=O)OCC)c1C (stereo unspecified)
 : -8%	0	-4	-9%	·	0.9	1.2	0.1	·	·	-0.48	-0.31	0.094	0.059	i	25	·	·
O=C(CCN1CCOCC1)N/N=C/c1cc([N+](=O)[O-])ccc1OC(F)F
 : 11%	-9	0	-4%	i	1.7	3.2	4.5	0.02	1085	-0.86	-0.28	-0.36	0.62	i	-9	-0.1	1119
O=C(CCCn1nnc2ccccc2c1=O)N[C@H](C(=O)O)c1ccccc1
 : ·	·	·	·	i	·	·	·	0.06	1454	0.87	-0.27	0.0059	-0.46	·	·	-2.1	1126
COc1ccccc1CN(Cc1cc2cc(C)ccc2[nH]c1=O)Cc1nnnn1CC1CCCO1 (stereo unspecified)
 : 1%	0	26	14%	i	11	5.7	4.7	-1	1265	4.8	-0.085	5	-2.5	i	-4	-3.3	1149
Cc1ccc(-n2nnnc2SCC(=O)Nc2ccc3c(c2)COC3=O)cc1C
 : 4%	-2	-22	8%	i	2.8	2.6	4.8	-0.18	1286	-0.56	-0.24	-0.27	0.75	i	-1	1.5	1126
NC(=O)c1nn(-c2ccccc2)nc1NC(=O)CN1CCCC1
 : ·	·	·	·	i	·	·	·	-0.35	965	0.098	-0.26	0.97	-0.015	·	·	1.2	1342
